EPAC1 antag: qHTS for Antagonist of cAMP-regulated guanine nucleotide exchange factor 3 (EPAC1): primary screen | Rap guanine nucleotide exchange factor 3 (Homo sapiens), O95398 | EPAC1 GEF assay, Rap1b-BODIPY-GDP exchange fluorescence | Potency, µM (top dose mostly 115 µM), without a hit: at the top dose activity change, negative = inhibition, actives largely listed as inhibitors | actives 0.14% (n = 360,000);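 also: potency is read from the fitted curve at half-maximal effect; plate controls were vehicle for no effect and positive control for full effect; nearly all actives have a fitted effect of over 50% in size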
IL2 activator: qHTS of IL-2 Activators | IL-2 activation reporter assay, cell-based qHTS; stimulated with anti-CD3/CD4/CD28 beads; in transgenic mouse T cells | activation, % (series mostly up to about 46 µM) | actives 0.065% (n = 360,000); in the data active = activation above about 50%; inconclusive = mostly about 30% to 49%; also: 0% is about no effect
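Screening format: compound pinned onto unstimulated transgenic mouse T cells, 60 min incubation, then anti-CD3/anti-CD4/anti-CD28 bead stimulation for 18 hours at 37 degrees C, followed by EGFP and DsRed detection.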
Abeta rescue: qHTS for compounds that reverse cellular toxicity of Amyloid beta (A-beta) peptide in yeast: Primary Screen; Potency, µM (top dose mostly 46.1 µM), for the others: at the top dose growth rescue, usual class: activators; actives 0.063% (n = 410,000); yeast expressing A-beta42, growth rescue, OD600, 48 h; response scale: 0% DMSO, 100% iron-clioquinol control; also: potency is read from the fitted curve at half-maximal effect; nearly all actives have a fitted effect of over 55% in size
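Yeast growth medium received pinned compounds, then yeast cells expressing toxic A-beta were added; plates incubated at 30 C for 48 hr. Growth read as absorbance at 600 nm, normalized to DMSO and equimolar FeCl3 plus clioquinol controls.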
PLK1 PBD block: qHTS for Inhibitors of PLK1-PDB (polo-like kinase 1 - polo-box domain): Primary Screen; Serine/threonine-protein kinase PLK1 (Homo sapiens), P53350; Plk1 PBD binding of FITC phosphopeptide, fluorescence polarization; Potency, µM, without a hit: max response, negative = inhibition, usual class: inhibitors; actives 2.8% (n = 360,000); AID 720504, 2013; also: potency is read from the fitted curve at half-maximal effect; series mostly up to about 57 µM; % is scaled to controls: 0 for no effect and ±100 for the full control effect; nearly all actives have a fitted effect of over 65% in size
Target sequence (P53350 whole entry, looked up, the tested form may be a part): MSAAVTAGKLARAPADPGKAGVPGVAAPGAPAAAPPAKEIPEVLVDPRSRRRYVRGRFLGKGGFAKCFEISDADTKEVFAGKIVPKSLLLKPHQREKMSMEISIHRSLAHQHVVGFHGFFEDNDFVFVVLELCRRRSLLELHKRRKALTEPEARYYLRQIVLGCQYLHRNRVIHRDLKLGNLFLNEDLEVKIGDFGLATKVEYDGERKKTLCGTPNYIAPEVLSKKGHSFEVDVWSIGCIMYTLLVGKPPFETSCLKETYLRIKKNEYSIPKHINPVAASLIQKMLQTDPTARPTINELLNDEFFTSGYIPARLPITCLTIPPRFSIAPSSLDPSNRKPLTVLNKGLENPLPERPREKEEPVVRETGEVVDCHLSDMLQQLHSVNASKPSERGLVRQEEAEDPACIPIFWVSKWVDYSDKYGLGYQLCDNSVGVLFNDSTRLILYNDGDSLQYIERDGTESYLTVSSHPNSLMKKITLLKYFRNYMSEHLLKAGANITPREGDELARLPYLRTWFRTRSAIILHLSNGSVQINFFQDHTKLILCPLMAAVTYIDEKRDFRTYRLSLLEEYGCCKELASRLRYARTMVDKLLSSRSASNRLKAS
WRN helicase inh: qHTS for Inhibitors of WRN Helicase; Potency, µM (highest dose often 114 µM), inactives show top-dose activity change, negative = inhibition, actives largely listed as inhibitors; WRN helicase unwinding, fluorescent forked duplex, kinetic; actives 0.46% (n = 360,000); Bifunctional 3'-5' exonuclease/ATP-dependent helicase WRN (Homo sapiens), Q14191; also: potency is read from the fitted curve at half-maximal effect; % is scaled to controls: 0 for no effect and ±100 for the full control effect; nearly all actives have a fitted effect of over 55% in size
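Fluorescence dequenching readout, ex 525 nm/em 598 nm, kinetic mode: forked duplex DNA (100 nM final) with adjacent fluorophore and quencher unwound by WRN (20 nM final) with 2 mM ATP. Compound preincubation 15 min, room temperature.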
FUS suppressor: qHTS for Suppressors of FUS Proteinopathy: Primary screen using FUS-linked yeast assay. S. cerevisiae FUS-expressing, growth rescue, OD600, 24 h. Potency, µM (series often up to 76.6 µM), for inactives: top-dose growth rescue (activation), usual class: activators. actives 0.24% (n = 390,000). AID 1347120, 2019;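 also: potency is read from the fitted curve at half-maximal effect; plate controls were DMSO vehicle for no effect and reference control for full effect; nearly all actives have a fitted effect of over 55% in size; some results filed as inactive show a strong effect at the top dose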
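Quantitative HTS measuring growth restoration of FUS-toxic yeast. Galactose-induced cells (OD 0.005) were exposed 24hr at 30C to compounds at several concentrations, then absorbance at 600 nm was recorded.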
PI5P4Ka inh: qHTS for Inhibitors of phosphatidylinositol 5-phosphate 4-kinase (PI5P4K) | Phosphatidylinositol 5-phosphate 4-kinase type-2 alpha (Homo sapiens), P48426 | PI5P4Kalpha enzyme, ADP-Glo luminescence, 60 min; stronger effect = lower value | max response, % | actives 1.2% (n = 330,000) | AID 652105, 2013; active = max response of -50% or lower; inconclusive = between -30% and -50%; inactive = -30% or higher; also: value at the top dose of about 77 µM; % is scaled to controls: 0 for no effect and ±100 for the full control effect
Target sequence (P48426 whole entry, looked up): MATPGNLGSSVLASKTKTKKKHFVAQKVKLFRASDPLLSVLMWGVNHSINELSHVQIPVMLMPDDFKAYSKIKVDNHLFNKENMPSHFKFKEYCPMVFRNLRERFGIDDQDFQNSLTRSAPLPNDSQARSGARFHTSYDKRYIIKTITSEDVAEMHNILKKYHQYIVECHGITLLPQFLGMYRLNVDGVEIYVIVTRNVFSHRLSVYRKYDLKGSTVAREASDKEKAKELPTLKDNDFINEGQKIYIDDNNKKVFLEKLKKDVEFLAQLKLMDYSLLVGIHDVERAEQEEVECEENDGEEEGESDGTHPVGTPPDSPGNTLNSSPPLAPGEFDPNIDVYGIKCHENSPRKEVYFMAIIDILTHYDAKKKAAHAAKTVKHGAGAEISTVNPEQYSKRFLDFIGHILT
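Human PI5P4Kalpha with substrate in 0.038 M HEPES pH 7.4, 0.28 mM EGTA, 0.1% CHAPS, 5% DMSO; reaction started with 5 microM ATP (final), 60 min at room temperature. ADP formed read by ADP-Glo luminescence.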
EPAC1 agonist: qHTS for Agonist of cAMP-regulated guanine nucleotide exchange factor 3 (EPAC1): primary screen; Rap guanine nucleotide exchange factor 3 (Homo sapiens), O95398; EPAC1 agonist qHTS, biochemical assay; response scale: 100% = response to 6.5 mM cAMP; Potency, µM (series often up to 154 µM), without a hit: at the top dose activation, most hits filed as activators; actives 0.073% (n = 360,000); also: potency is read from the fitted curve at half-maximal effect; nearly all actives have a fitted effect of over 60% in size
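EPAC1 100 nM, Rap1B–BODIPY-GDP 250 nM, unlabeled GDP 50 uM; compound titration; 5 min RT; kinetic read ex480/em540 at 5-min intervals ×30 min; data normalized to 6.5 mM cAMP agonist control.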
Starred values were filed as active, the others as inactive; ? = inconclusive; · = no result given; [ ] = remark or other dose. Unless noted, calls follow the shape of the dose curve; as a rule, active = well fitted curve in the direction sought with a large enough effect; inconclusive = small, poorly fitted or top-dose-only effect, or another doubt; inactive = no such curve, though single readings can be large; an effect the other way counts as inactive or inconclusive.

SMILES	EPAC1 antag	IL2 activator	Abeta rescue	PLK1 PBD block	WRN helicase inh	FUS suppressor	PI5P4Ka inh	EPAC1 agonist
COc1ccc(C(=O)Nc2ccc(-n3nncc3C(C)(C)C)cc2)cc1	-30%	-2.4	-22%	-12%	-8%	26%	-15	9%
CC(CN1CCCC1)C(=O)NN (stereo unspecified)	-11%	-2.8	3%	5%	9%	-38%	-3	-14%
CN(C)CCCOC(=O)COc1ccc(C(C)(C)C)cc1	-31%	-1.3	4%	-8%	-16%	·	4	-11%
COc1cccc(-c2nc(N3CCCC3)c3ccccc3n2)c1O	3%	-3.2	-10%	-2%	-18%	9%	6	10%
COc1cc(C(=O)NNC(=O)c2cccc(Cl)c2)ccc1OCC(=O)N1CCOCC1	-4%	0.0	9%	1%	1%	·	5	-9%
N#Cc1ccc(C23CC4(C2)[C@H](CN(Cc2ccc(-c5ccccc5)cc2)[C@@H]4c2ccccc2)C3c2ccccc2)cc1 (stereo partly specified)	-5%	1.4	19%	-1%	4%	19%	0	-10%
O=C(NCc1ccccc1F)C1CCN(C(=O)c2sccc2-n2cccc2)CC1	2%	-4.9	-6%	-9%	4%	-11%	-1	-7%
Cc1ccc(CNC(=O)C(=O)NCC2OCCN2C(=O)c2ccc3c(c2)OCO3)cc1 (stereo unspecified)	-15%	-1.7	2%	0%	0%[57.1 µM]	33%	-7	3%
Cc1c(CNCCC2=CCCCC2)c(C(=O)O)c(C)n1Cc1ccccc1	9%	0.1	7%	-5%	5%	-18%	-10	-11%
CC(=O)c1cccc(N(C(=O)c2ccco2)C(C(=O)NC2CCCCC2)c2ccc(C)o2)c1 (stereo unspecified)	-3%	0.8	-16%	-17%	0%	4%	4	1%
Cc1ccc(Nc2nnc(SC(C)C(=O)NC3CC3)s2)cc1 (stereo unspecified)	4%	-1.9	1%	-7%	-22%	·	-5	7%
O=C(COc1cccc2cccnc12)N/N=C1\SCC(=O)N1Cc1ccccc1	18%	0.5	-2%	-2%	3%	15%	-5	-2%
COc1cc(NC(=O)Nc2nc(C(N)C(C)C)cs2)cc(OC)c1OC (stereo unspecified)	-22%	0.1	-9%	1%	-12%	?	-4	-1%
COc1cc(OC)c(N(C)S(=O)(=O)c2cccc(C(=O)OCC(=O)NCc3ccco3)c2)cc1Cl	-17%	-0.9	0%	-6%	-14%	36%	-16	-7%
C[C@@H]1C=C(C(=O)O)O[C@H](OCc2ccc(CO)cc2)C1	0%	1.9	-25%	-22%	4%	-5%	-3	-4%
COC(=O)C1CCN(C(=O)COC(=O)Cn2cnnn2)CC1	1%	0.5	19%	-26%	-5%	3%	1	7%
CCC(C)(C)n1nnnc1CN(Cc1cc2cc(OC)ccc2[nH]c1=O)C1CCCC1	-3%	-1.1	26%	-1%	-6%	23%	·	1%
O=C(Nc1ccccc1)c1cc(C2CCCN(C(=O)c3cccs3)C2)on1 (stereo unspecified)	4%	-0.7	-27%	-9%	2%[57.1 µM]	11%	3	7%
CC(C)OC(=O)c1ccc(COC(=O)c2cccc(-c3nnc(-c4ccccc4)o3)c2)cc1	-22%	1.1	16%	0%	-10%	0%	8	-6%
Cc1cccc(-n2ncc3c2CCCC3NC(=O)CC(F)(F)F)c1C (stereo unspecified)	16%	-2.1	-11%	1%	10%	-12%	9	0%
O=S(=O)(c1ccccc1)N1N=C(c2ccccc2)CC1c1ccccc1F (stereo unspecified)	-15%	-4.1	-19%	-3%	-4%[57.1 µM]	13%	-1	-8%
CCCC(=O)N1CCC1(C)C(=O)Nc1ccc(-n2cccc2)cc1 (stereo unspecified)	2%	-0.4	2%	0%	0%	-2%	-2	-4%
Cc1cc(C)cc(N(CCC#N)C(=O)CSc2nc3nc(C)cc(C)n3n2)c1	-5%	-1.6	-5%	-6%	-2%	3%	·	10%
CC(C)Oc1ccc(C(=O)OC(C)C(=O)NC2CCCCC2C)cc1 (stereo unspecified)	0%	-3.5	9%	-14%	2%	5%	11	-3%
CC(C)C1=NN(C(=O)c2ccccc2)C(O)(C(C)(C)C)C1 (stereo unspecified)	6%	-3.8	9%	-7%	-6%	·	9	-4%
Cc1ccc(F)cc1CNC(=O)c1cc(COc2ccc3ncccc3c2)on1	-27%	-0.3	-2%	-6%	-2%	18%	0	8%
CCOC(=O)Cc1csc(NC(=S)NC(=O)c2ccccc2Br)n1	-22%	-1.8	-35%[inhibitor]	-5%	-26%[57.1 µM]	13%	-3	4%
CCn1nc(C)c(CN2CCCC(CO)(Cc3cccc(Cl)c3)C2)c1C (stereo unspecified)	-12%	-0.6	-4%	-10%	-4%	1%	3	-2%
C#CCN(C(=O)C1CCC(=O)N(CCc2cccc(F)c2)C1)C1CCCCC1 (stereo unspecified)	8%	-3.2	3%	-5%	-5%	10%	2	8%
CC1=Nn2c(nnc2-c2ccccc2F)SC1	-4%	-3.8	17%	-8%	-13%	-12%	2	6%

The list goes on; it opens with the 4 that closed the last part.
SMILES	EPAC1 antag	IL2 activator	Abeta rescue	PLK1 PBD block	WRN helicase inh	FUS suppressor	PI5P4Ka inh	EPAC1 agonist
CCOC(=O)Cc1csc(NC(=S)NC(=O)c2ccccc2Br)n1	-22%	-1.8	-35%[inhibitor]	-5%	-26%[57.1 µM]	13%	-3	4%
CCn1nc(C)c(CN2CCCC(CO)(Cc3cccc(Cl)c3)C2)c1C (stereo unspecified)	-12%	-0.6	-4%	-10%	-4%	1%	3	-2%
C#CCN(C(=O)C1CCC(=O)N(CCc2cccc(F)c2)C1)C1CCCCC1 (stereo unspecified)	8%	-3.2	3%	-5%	-5%	10%	2	8%
CC1=Nn2c(nnc2-c2ccccc2F)SC1	-4%	-3.8	17%	-8%	-13%	-12%	2	6%
COc1ccccc1/C=C/C(=O)Nc1nc(N)n(-c2ccccc2)n1	-24%	2.3	6%	-14%	-7%	17%	-1	6%
CCOc1ccc(N2CC(O)(c3ccc(F)cc3)[N+]3=C2CCCC3)cc1 (stereo unspecified)	4%	1.1	-2%	0%	-1%	-6%	-7	7%
Cc1nn(C)cc1-c1cc(C(=O)O)c2ccccc2n1	-6%	0.5	2%	-18%	-1%[57.1 µM]	-11%	-8	0%
Cc1ccc(-n2nnc(-c3cc4ccccc4nc3Cl)n2)cc1	-4%	-0.2	1%	-17%	2%	-9%	-3	2%
COc1cc(C2C3C(=O)N(Cc4ccccc4)C(=O)C3ON2c2ccccc2)cc(OC)c1O (stereo unspecified)	-29%	2.3	-14%	-8%	-29%	?	1	29%
Fc1ccc(-c2cnc3n2CCCCC3)cc1	-14%	-3.0	-5%	6%	1%[57.1 µM]	-2%	-3	2%
Cc1[nH]c2ccccc2c1C(=O)NS(=O)(=O)Nc1ccc(F)cc1	-4%	1.5	12%	-4%	1%	-11%	0	7%
CCCCNC(=O)C1c2ccccc2Oc2ccccc21	16%	-0.2	10%	-4%	-4%	-34%	0	11%
Cc1ccc(S(N)(=O)=O)cc1NC(=O)c1ccc2c3c(cccc13)CC2	-22%	0.4	1%	-11%	5%	10%	-6	8%
CCOC(=O)C(C(C)=O)=C1SC2CS(=O)(=O)CC2S1 (stereo unspecified)	-24%	-1.4	-16%	-4%	-6%	2%	·	8%
O=C(CCCN1C(=O)c2ccccc2C1=O)Nc1ccc(Br)cn1	9%	-3.0	10%	-2%	7%	-1%	·	-2%
CCCCC[C@H]1CCCCC[C@@H](O)C[C@H](O)[C@H](O)/C=C/C(=O)O1	-9%	-0.5	2%	-10%	-1%	28%	15	-11%
COc1ccccc1-c1n[nH]nc1C1=CC(=O)CC(C)(C)C1	-11%	-1.0	-9%	-7%	-5%	-22%	-3	6%
COCCN1C(=O)/C(=C/c2ccc(N3CCCC3)cc2C)SC1=S	18%	11	-9%	28%	79µM*	-5%	3	?
COc1cc(CCC(=O)Nc2sccc2C#N)cc(OC)c1OC	-7%	-0.1	7%	-8%	0%	2%	0	1%
O=S1(=O)CC/C(=N/Nc2ccccn2)c2cc(F)ccc21	-8%	-3.2	-19%	-2%	2%	1%	3	-7%
CCCSc1nc2c(cnn2-c2ccc(Cl)cc2)c(=O)[nH]1	12%	0.4	0%	-27%	-2%	6%	·	9%
O=C(CCc1ccccc1)N1CCN(Cc2ccc(F)cc2Cl)CC1	-26%	0.6	6%	-6%	-3%	-28%	-4	3%
O=C(c1cc2ccccc2o1)N1CCN(S(=O)(=O)c2ccccc2)CC1	7%	-3.5	15%	-4%	-7%	-4%	1	0%
CCN(C(=O)CSc1nnc(-c2ccco2)n1CC)c1c(N)n(Cc2ccccc2)c(=O)[nH]c1=O	-15%	-0.2	-10%	-15%	4%	5%	0	5%
O=C(Cn1nc(-c2cccc([N+](=O)[O-])c2)c2ccccc2c1=O)Nc1cccnc1	2%	-1.6	8%	-5%	-4%	19%	-14	-6%
CC1Oc2ccccc2N(CC(=O)Nc2ccc3c(c2)OCCO3)C1=O (stereo unspecified)	0%	0.2	0%	-8%	-6%	16%	·	2%
Cc1cc(C)c(S(=O)(=O)Nc2c(C)n(C)n(-c3ccccc3)c2=O)cc1[N+](=O)[O-]	9%	-0.9	13%	4%	2%	15%	3	-3%
CCOC(=O)c1ccccc1-n1c(C)cc(C2N=C(N)Nc3nc4ccccc4n32)c1C (stereo unspecified)	-10%	0.5	-12%	-4%	-3%	45%	·	19%
NS(=O)(=O)c1cccc(NC(=O)c2ccc(NS(=O)(=O)c3cccc([N+](=O)[O-])c3)cc2)c1	-10%	0.1	-2%	-10%	-21%	19%	-11	10%
COc1cccc(-c2nc(CS(=O)(=O)CC(=O)NC3CC3)c(C)o2)c1	14%	-0.3	-8%	-5%	-2%	0%	16	3%

Screening data as filed in PubChem BioAssay.
